# Screens: PubChem BioAssay, Broad Institute
# FN deposition inh: fibronectin deposition inhibition | AH1F fibroblasts, Alexa488-fibronectin deposition fluorescence, overnight | inhibition, % at 12.6 µM | 350,000 tested, 0.086% active | AID 743247;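 active = mean inhibition across replicates of 30% or more, regardless of how many single replicates reach that level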;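 note: positive control wells lacked labelled fibronectin entirely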
#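 Material: AH1F fibroblast monolayer depositing Alexa488-labelled fibronectin into matrix | Input: 10000 AH1F cells/well | Medium: DMEM plus 2% serum, read in PBS | Reagent: Alexa488-fibronectin, 24 nM final in well | Compound dosing: One dose per compound, pinned | Schedule: 1 h adhesion, overnight exposure | Measured by: Fluorescence at 485 nm excitation, 525 nm emission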
# PGC1a acetyl inh: PGC1a acetylation modulation, inhibitor mode; AID 651687; inhibition, % at 15.6 µM; U2OS PGC1a acetylation, AlphaScreen anti-acetyl-lysine; with virally co-expressed GCN5 acetyltransferase; 350,000 tested, 0.17% active;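 active = every replicate shows inhibition of at least 40%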;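 note: 0% = neutral control wells and 100% = positive control wells; some results beyond the cut were filed as inactive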
# EWS-Fli inh: blocks EWS/Fli oncoprotein-driven transcription; A673 NR0B1-luciferase reporter, viability-normalised; inhibition, % at 12.6 µM; 350,000 tested, 0.67% active; AID 651661;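 active = mean inhibition of at least 50% after viability correction, with every replicate also passing that limit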;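 note: firefly luciferase signal divided by Alamar Blue viability fluorescence both relative to DMSO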
# LGR2 inh: blocks bursicon-induced cAMP signaling via Drosophila LGR2; HEK293 LGR2, CRE-luciferase, bursicon-stimulated, 4 h; inhibition, % at 9.99 µM; 380,000 tested, 0.35% active; AID 720647;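 active = drop in luminescence signal, shown as inhibition above about 50% in the replicate tests, limit read from the data, passing the limit was not always enough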;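 note: agonist challenge used bursicon conditioned medium at about half maximal strength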
# CASP6 VEID inh: caspase-6 (human) enzyme inhibition. P55212. purified caspase-6, Z-VEID-R110 cleavage fluorescence. inhibition, % at 12.5 µM. 350,000 tested, 0.53% active. AID 686996;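 active = mean inhibition across replicates at least about 35%, with every replicate also reaching that limit, limit read from the data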;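 note: 0% = median of neutral control wells and 100% = no fluorescence left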
# Target sequence (P55212 24-179 limits assumed): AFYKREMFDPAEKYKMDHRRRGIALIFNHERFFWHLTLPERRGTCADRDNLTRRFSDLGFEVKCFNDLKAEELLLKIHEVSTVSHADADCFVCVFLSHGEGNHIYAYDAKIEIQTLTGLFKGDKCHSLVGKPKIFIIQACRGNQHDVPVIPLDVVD
# Target sequence (P55212 194-293 limits assumed): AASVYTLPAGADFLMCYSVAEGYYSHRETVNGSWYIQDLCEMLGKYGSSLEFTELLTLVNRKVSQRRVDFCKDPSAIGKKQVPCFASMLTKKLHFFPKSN
# Cneo AK release: causes C. neoformans cell lysis; adenylate kinase release luminescence, 4 h; normalised: neutral wells 0, clomiphene wells 100; lysis activity, % at 15 µM; 360,000 tested, 0.2% active; AID 651654;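 active = mean lysis activity across replicates of at least 80%, whatever share of replicates individually reach that level; inactive = mean lysis activity below 80%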
#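 Material – log-phase Cryptococcus neoformans yeast cells · Input – 5 × 10^6 yeast cells/mL · Medium – fresh YPD growth medium · Doses – single compound concentration per well · Timing – static 4 h at 37 °C with compound, 1 h detection · Detection – adenylate kinase release luminescence · Read-out – signal increase indicating cell lysis · Control set – Clomiphene as positive lysis control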
# PAX8 inh HTS: lowers PAX8-driven luciferase in RMG-I cells; RMG-I TPO-luciferase reporter, SteadyGlo, 24 h; inhibition, % at 12.6 µM; 360,000 tested, 1.2% active; AID 652154;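 active = mean replicate inhibition at least 60% with every replicate also reaching 60%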;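 note: luciferase light reporting Pax8 driven TPO promoter activity; plate controls were median of neutral control wells for no effect and mitoxantrone controls for full effect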
# miR122 inh: miR-122 inhibition in Huh7 cells. Huh7 miR-122 Renilla luciferase sensor, 48 h; neutral wells = 0, positive control = 100. activation (reporter increase), % at 12.5 µM. 340,000 tested, 0.3% active;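 active = mean replicate activation score at least 90 and every replicate individually at or above 90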;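 note: higher luciferase means less miR-122 activity so hits act as miR-122 inhibitors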
# Active calls of the source: *; . = not tested or not shown; [ ] = another dose, or the depositor's remark.
SMILES,FN deposition inh,PGC1a acetyl inh,EWS-Fli inh,LGR2 inh,CASP6 VEID inh,Cneo AK release,PAX8 inh HTS,miR122 inh
Cc1ccc(-n2ncc3c(=O)[nH]c(SCC(=O)N4CC(=O)Nc5ccccc54)nc32)cc1,12,1,-3,-12,-1,-3,10,5
CCN(CC)C(=O)C1=C(C)N(Cc2ccc(OC)cc2)C(=O)C(CC(=O)NC2CC2)C1 (configuration not stated),3,-7,-2,12,-2,2,9,-4
Cc1cnc(C(=O)OC(C)C(=O)Nc2ccc3c(c2)OCCO3)cn1 (configuration not stated),-13,.,-5,5,-2,-1,6,-4
Cc1ccc(N(Cc2ccccc2F)S(C)(=O)=O)c(C)c1,2,-17,10,.,-2,.,9,3
COc1ccc(NC(=O)N2CCCCN3[C@H](CO)[C@H](c4ccc(C#Cc5ccccc5)cc4)[C@@H]3C2)cc1,.,-4,-4,.,-1,45,47,13[16.7 µM]
Cc1ccc(S(=O)(=O)Nc2cc(NC(=O)CN3CCOCC3)ccc2Cl)cc1,-11,1,.,.,.,8,-4,1
O=C(Nc1nc(-c2ccccn2)cs1)c1ccccc1-n1cnnn1,4,43*,-3,-19,-2,0,59,5
O=C(NCC(=O)N(c1ccccc1)C(C(=O)NC1CCCC1)c1cccnc1)c1ccco1 (configuration not stated),-1,-5,.,.,.,2,-6,-13
Cc1cccc(NC(=O)Cc2c(F)cccc2Cl)n1,6,23,-62,-53,3,0,-125,-4
C[C@@H]1CN([C@H](C)CO)C(=O)c2cc(N(C)C)ccc2O[C@@H](C)CCCCO[C@H]1CN(C)S(=O)(=O)c1cccs1,.,3,-4,-14,0,1,21,3[16.7 µM]
C[C@H](CO)N1C[C@H](C)[C@H](CN(C)Cc2ccncc2)Oc2ccc(NS(=O)(=O)c3ccc(F)cc3)cc2C1=O,.,-1,4,2,3,-3,-10,4[16.7 µM]
COc1cc(NS(=O)(=O)c2ccc(NC(=O)c3ccc([N+](=O)[O-])cc3)cc2)ncn1,.,.,-6,-10,-2,-1,-3,-3
CC1(C)Cc2ccccc2-c2nnc(-c3ccc(O)cc3)n21,8,-2,2,5,1,-2,-34,-3
Cc1ccc(CN=c2c([N+](=O)[O-])nn(-c3cccc(C)c3)n2O)cc1,8,.,-30,-27,-2,.,-63,-3
COc1ccc2c(c1OC)C(=O)N(C(C)C(=O)O)C2=O (configuration not stated),8,5,.,.,.,0,.,-3
Cc1ccc(NC(=O)c2cccc(S(=O)(=O)N3CCc4ccccc4C3)c2)nc1,6,.,17,-3,-2,0,30,4
Cc1c(-c2nc(-c3ccc(C(C)(C)C)cc3)no2)n(C)oc1=O,7,3,56*,-8,-1,1,19,-3
C[C@@H]1CN([C@@H](C)CO)S(=O)(=O)c2ccc(C3=CCCC3)cc2O[C@@H]1CN(C)C(=O)c1ccncc1,.,8,-5,17,-1,-1,-20,-15[16.7 µM]
NS(=O)(=O)c1ccc(CCNC(=O)CCc2nc3sc4c(c3c(=O)[nH]2)CCCC4)cc1,3,5,6,-6,7,2,8,-10
COc1cc(NC(=S)Nc2cccnc2)cc(OC)c1OC,.,3,.,-15,0,0,.,3
O=C1NC(=O)C(Cc2ccc(O)cc2)N1 (configuration not stated),.,-8,-3,-22,-4,-2,.,-1
CC(=O)NS(=O)(=O)c1ccc(NC(=O)C2c3ccccc3Oc3ccccc32)cc1,-9,.,.,19,.,2,6,-3
CCOC(=O)c1ccc(N/C=C/C(=O)c2ccccc2)cc1,2,.,-86,-66,0,.,-47,.
O=C(C[C@H]1CC[C@H](NS(=O)(=O)c2ccccc2)[C@@H](CO)O1)NCc1ccncn1,.,7,12,-1,-3,6,3,.
Cc1ccc(S(=O)(=O)CS(=O)(=O)c2ccc(C)cc2)cc1,.,.,-4,-8,0,.,-9,.
Cc1c(NC(=O)c2cc(-c3ccc(F)cc3)nc3ccccc23)c(=O)n(-c2ccccc2)n1C,-2,-3,-9,12,-2,.,.,1
CC(C)C(NC(=O)CN(c1cccc(F)c1)S(C)(=O)=O)C(C)C,10,-10,.,.,.,0,2,1
O=C(Nc1cccc2ccccc12)c1ccc2sc([C@@H]3O[C@H](CO)[C@H](O)[C@H](O)[C@H]3O)nc2c1,4,-2,1,1,-2,0,-8,0
COC(=O)CCC(=O)NC(=S)Nc1ccccc1F,2,-3,-10,2,-2,3,-34,0
Cc1nc(C)c(-c2ccn(C(=O)NC(C)C)n2)s1,1,0,3,-18,0,1,12,-2
CN(C(=O)COC(=O)C1(C)CC1(Cl)Cl)c1c(N)n(Cc2ccccc2)c(=O)[nH]c1=O (configuration not stated),1,3,-1,5,1,-2,1,5
COCC(=O)N1[C@H](CO)[C@H]2c3ccccc3N(C(=O)c3cccnc3)C[C@H]21,-1,7,-3,-2,-2,-5,-3,0[16.7 µM]
C/C=C/c1ccc2c(c1)O[C@@H](CN(C)Cc1ccc(F)cc1)[C@@H](C)CN([C@H](C)CO)S2(=O)=O,0,-15,2,-18,-1,1,.,10[16.7 µM]
CC(C)[C@H](NC(=O)c1cccc(S(=O)(=O)N2CCOCC2)c1)C(=O)NCc1ccc(F)cc1,1,.,-1,-14,1,0,.,-3
Cc1ccc(SCc2c(C(=O)N/N=C/c3ccccc3)nnn2-c2nonc2N)cc1,3,-3,3,9,0,.,6,.
CN(C(=O)COC(=O)c1ccc(Br)c(S(=O)(=O)N2CCOCC2)c1)C1CCCCC1,-6,.,2,2,1,-1,1,-13
Cc1ccc(Cl)c(OCC(=O)NCC(c2cccs2)N2CCOCC2)c1 (configuration not stated),2,-9,12,4,0,-2,26,-1
Nc1ncncc1-c1ccc(F)cc1,11,-3,-2,1,-1,0,-13,-4
C[C@@H]1CN([C@H](C)CO)S(=O)(=O)c2ccc(C3=CCCCC3)cc2O[C@@H]1CN(C)Cc1ccccc1F,.,0,30,13,3,-1,.,.
CCN1[C@H](C(=O)N(C)C)[C@@H](CO)[C@@H]2Cn3c(ccc(C4=CCCCC4)c3=O)[C@@H]21,.,.,8,-3,-2,-5,.,-3[16.7 µM]

# Records above that bear a hit mark in PGC1a acetyl inh.
mol | PGC1a acetyl inh | LGR2 inh | CASP6 VEID inh | miR122 inh
O=C(Nc1nc(-c2ccccn2)cs1)c1ccccc1-n1cnnn1 | 43* | -19 | -2 | 5

# Arranged by value in PGC1a acetyl inh (ascending): 4 of the compounds above.
canonical_smiles	PGC1a acetyl inh	LGR2 inh	CASP6 VEID inh	miR122 inh
CC(C)C(NC(=O)CN(c1cccc(F)c1)S(C)(=O)=O)C(C)C	-10	.	.	1
Cc1ccc(Cl)c(OCC(=O)NCC(c2cccs2)N2CCOCC2)c1 (configuration not stated)	-9	4	0	-1
CCN(CC)C(=O)C1=C(C)N(Cc2ccc(OC)cc2)C(=O)C(CC(=O)NC2CC2)C1 (configuration not stated)	-7	12	-2	-4
Cc1ccc(-n2ncc3c(=O)[nH]c(SCC(=O)N4CC(=O)Nc5ccccc54)nc32)cc1	1	-12	-1	5

# Going on with the list.
SMILES,FN deposition inh,PGC1a acetyl inh,EWS-Fli inh,LGR2 inh,CASP6 VEID inh,Cneo AK release,PAX8 inh HTS,miR122 inh
CCOC1(OCC)OC(c2ccccc2)=C(C#N)C(C=Cc2ccccc2)C1(OCC)OCC (configuration not stated),1,.,9,-2,2,.,-4,.
COC(=O)CSc1nnc(CNC(=O)c2ccccc2F)n1-c1ccccc1,.,10,3,-8,0,.,-2,.
O=C(Nc1cccc(S(=O)(=O)NC2=NCCC2)c1)C1CCC1,8,7,-6,0,0,.,3,.
Cc1cc(C)nc(NC(=O)CCN2C(=O)c3ccccc3S2(=O)=O)n1,1,2,4,-1,-2,-1,16,-1
OC[C@@H]1[C@@H](c2ccc(-c3cccc(F)c3)cc2)[C@@H]2CN(Cc3cncnc3)CCCCN12,3,-2,-8,-19,-1,1,5,13[16.7 µM]
CCc1nccn1C(=O)c1cnn2c(C(F)F)cc(-c3ccc(C)cc3)nc12,8,-4,-8,-11,-1,-2,19,-5
COc1ccc(C(=O)Nc2cc(C)on2)c(OC)c1,-2,11,-74,-49,-1,-13,-104,-4
CCCC#Cc1cnc2c(c1)C(=O)N([C@H](C)CO)C[C@H](C)[C@H](CN(C)C(=O)CN1CCOCC1)O2,-6,5,-3,2,.,.,.,1[16.7 µM]
Cc1ccc(CN2CCN(CC(=O)N3CCC(C(N)=O)CC3)C2=O)cc1,1,7,-6,1,1,-1,-7,-2
COc1ccc(NC(=O)N(C)C[C@@H]2Oc3c(NC(=O)c4ccncc4)cccc3C(=O)N([C@H](C)CO)C[C@@H]2C)cc1,-12,-6,-6,4,-2,-1,-5,1[16.7 µM]
COc1ccc(OCC(O)CNC(=O)Nc2cc(F)ccc2C)cc1 (configuration not stated),1,4,-5,12,4,.,0,.
CC(=O)c1c(C)nn(CC(=O)NC2CCCN(Cc3ccc(CC(C)C)cc3)C2)c1C (configuration not stated),-5,-4,.,0,-6,-3,17,0
COC(=O)[C@]12CCCCC=C1N(Cc1ccccc1)C(=O)[C@H](CC(=O)N1CCN(C(=O)c3ccco3)CC1)C2,.,.,0,-5,2,.,81*,.
CC(=O)Nc1ccc(N2C(=O)C3C4C=CC(CC4)C3C2=O)cc1 (configuration not stated),-13,-2,2,13,3,-5,18,.
CCCn1c(SCC(=O)NCCCN2CCCC2=O)nc2ccccc2c1=O,1,-1,5,-3,2,1,1,-12
COc1ccccc1-n1c(SCC(N)=O)nnc1-c1ccccc1,-3,-14,.,.,.,-5,7,-3
Cc1ccccc1C(=O)NC1CCN(CC(=O)NC2CCCCC2)CC1,2,-4,-12,5,-2,0,-12,-1
CCc1nnc(NC(=O)c2cccc(S(=O)(=O)N3CC(c4ccccc4)CC3=O)c2)s1 (configuration not stated),-25,.,5,13,2,0,9,.
COc1ccc(C)cc1NC(=O)CCCN1C(=S)NC(C)(C)CC1C (configuration not stated),.,-2,.,-9,.,-2,.,-8
COc1ccc(CN2C[C@H](C)[C@@H](CC(=O)NCc3ccccc3)C2=O)cc1,14,-3,-29,4,0,1,18,-12
O=C(O)C[C@H]1C[C@H]2c3cc(NC(=O)CC4CC4)ccc3O[C@H]2[C@H](CO)O1,4,4,-2,15,2,0,-12,-2[16.7 µM]
CO[C@H]1CN(C)C(=O)c2cc(NC(=O)Nc3cccc(Cl)c3)ccc2OC[C@@H](C)N(C(=O)Nc2c(C)noc2C)C[C@@H]1C,-1,-36,-8,2,.,.,.,-6[16.7 µM]
O=C(O)CN1C(=O)/C(=C\c2cc(Br)ccc2OCc2ccccc2Cl)SC1=S,-2,9,8,8,76*,-1,19,.
COc1ccc(CSc2ccc(S(=O)(=O)N3CCCC3)cn2)cc1F,.,.,9,-8,-3,-1,13,-2
O=C(NCCc1ccccc1)C1CCN(C2CCN(Cc3ccc(CO)o3)CC2)CC1,-12,.,16,6,-22,.,2,.
Nn1c(SCc2ccc(F)cc2)nnc1-c1cccnc1,-24,-4,-11,-8,-2,4,5,-3
CN(c1ccccc1)S(=O)(=O)c1ccc(C(=O)Nc2nccs2)cc1,-6,-16,-18,-21,-1,0,-5,3
CCOc1ccc2c(c1)/C(=N/N1C(=O)c3ccccc3C1=O)C(=O)N2,-11,-3,-1,11,3,.,-10,.
O=C(c1cnn2c(C(F)(F)F)cc(-c3ccc4c(c3)OCO4)nc12)N1CCCCC1,-7,2,.,.,.,-1,.,-9
C[C@H]1CN([C@@H](C)CO)C(=O)c2cccc(NS(=O)(=O)c3cn(C)cn3)c2O[C@H]1CN(C)C(=O)NC1CCCCC1,-7,-2,-3,6,-2,6,.,4[16.7 µM]
